Screening data from PubChem.
procasp7 counter: counter-screen: procaspase-7 (human) activation | AID 463210 | 330,000 tested, 0.093% active | recombinant procaspase-7, Ac-DEVD-pNA absorbance 405 nm; D23A/D198A/D206A triple mutant, cannot self-cleave; scale: DMSO 0, 5 µM enzyme 100 | activation, % at 8.5 µM;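 active = percent activation above the screen-wide mean plus 3 SD, cut at about 25% in these data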
Target sequence (P55210 whole entry D23A/D198A/D206A): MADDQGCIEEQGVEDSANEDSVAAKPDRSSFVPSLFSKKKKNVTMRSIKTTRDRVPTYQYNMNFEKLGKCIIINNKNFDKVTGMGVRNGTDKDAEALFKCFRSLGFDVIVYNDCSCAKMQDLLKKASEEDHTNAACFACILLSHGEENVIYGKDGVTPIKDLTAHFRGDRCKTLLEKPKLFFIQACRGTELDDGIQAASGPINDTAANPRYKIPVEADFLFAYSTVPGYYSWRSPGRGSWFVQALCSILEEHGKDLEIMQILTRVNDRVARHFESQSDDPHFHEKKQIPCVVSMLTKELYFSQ
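Assay system: Uncleavable procaspase-7 mutant enzyme / Input: 2 µM procaspase-7 mutant as dispensed / Dosing: single nominal 8.5 µM compound dose, 0.8% DMSO final / Timing: 1 h enzyme–compound preincubation and 2 h substrate reaction, both 25 °C / Detection: p-Nitroaniline absorbance at 405 nm, read at 0 and 120 min / Replication: singlicate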
CIT2-GFP yeast: modulators of TOR pathway CIT2-GFP in S. cerevisiae; S. cerevisiae CIT2-GFP strain, flow cytometry, 3 h; 100 means same as DMSO wells; 320,000 tested, 0.065% active; GFP response vs DMSO, % at 10 µM; AID 2029;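 active = GFP response relative to DMSO above a set limit, near the screen mean plus 3 SD, cut at about 150% in these data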;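 note: ratio of well median GFP fluorescence to mean of DMSO wells on the plate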
RPL19A-GFP yeast: yeast TOR pathway RPL19A-GFP modulation | S. cerevisiae RPL19A-GFP strain, flow cytometry, 3 h; stronger effect = lower value | 330,000 tested, 0.3% active | percent response vs DMSO, % at 10 µM;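 active = percent response vs DMSO below 50%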;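 note: median channel GFP fluorescence of the barcoded RPL19A-GFP strain; ratio of sample median GFP to plate DMSO average so 100% = DMSO; lower means less RPL19A-GFP as with rapamycin TOR inhibition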
AHR activator: human AHR activation | P35869 | AHR-responsive luciferase reporter cells, luminescence | activation, % at 5 µM | 320,000 tested, 2.5% active; in the data active = activation above about 47%;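 note: 0% = vehicle wells and 100% = reference agonist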
AGP1-GFP MLPCN: alters AGP1-GFP fluorescence in TOR pathway yeast screen; S. cerevisiae AGP1-GFP multiplex flow cytometry, 3 h; GFP as percent of DMSO wells; GFP response vs DMSO, % at 10 µM; 320,000 tested, 0.02% active;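 active = GFP response relative to DMSO above a set limit, near screen average plus 3 SD, cut at about 150% in these data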;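 note: median GFP channel fluorescence of the gated AGP1 strain per well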
LAP4-GFP MLPCN: modulators of TOR pathway LAP4-GFP in S. cerevisiae | GFP response vs DMSO, % at 10 µM | 320,000 tested, 0.34% active | S. cerevisiae LAP4-GFP multiplex, flow cytometry GFP, 3 h; median GFP as percent of DMSO wells;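 active = GFP response vs DMSO above a set limit, about the screen mean plus 3 SD, cut at about 150% in these data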
MEP2-GFP yeast: modulators of TOR pathway MEP2-GFP in S. cerevisiae. S. cerevisiae MEP2-GFP strain, flow cytometry GFP, 3 h; 100% = DMSO control level. GFP response vs DMSO, % at 10 µM. 330,000 tested, 0.51% active. AID 2016;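 active = GFP response versus DMSO above a set limit, roughly screen mean plus 3 SD, cut at about 180% in these data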;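 note: median GFP fluorescence of the barcode-gated MEP2-GFP cells per well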
procasp3 activ: activators of human procaspase-3 | P42574 | recombinant procaspase-3 D3A, Ac-DEVD-pNA absorbance 405 nm | activation, % at 8.5 µM | 330,000 tested, 0.11% active | AID 463141;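 active = activation above the mean of all tested compounds plus 3 SD, cut at about 21% in these data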;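 note: 0% = DMSO alone and 100% = DMSO wells spiked with extra 5 µM PC-3 D3A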
Target sequence (P42574 whole entry D9A/D28A/D175A): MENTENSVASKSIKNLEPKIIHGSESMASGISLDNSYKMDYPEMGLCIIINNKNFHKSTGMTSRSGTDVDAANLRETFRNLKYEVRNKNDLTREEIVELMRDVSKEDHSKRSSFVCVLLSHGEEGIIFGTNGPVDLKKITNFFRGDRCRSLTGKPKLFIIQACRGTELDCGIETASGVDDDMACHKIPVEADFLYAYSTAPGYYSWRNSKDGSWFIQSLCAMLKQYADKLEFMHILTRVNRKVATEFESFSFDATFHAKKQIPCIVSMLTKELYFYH
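Assay system: Procaspase-3 D3A mutant, all three cleavage aspartates alanine. Buffer or medium: Zinc-free HEPES saline buffer with Triton X-100. Times: 1 h compound preincubation, 2 h substrate hydrolysis at 25 °C. Measured by: 405 nm absorbance of p-nitroaniline, reads at 0 and 120 min. Read-out basis: percent activation relative to control range. Replicates: singlicate.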
Active calls of the source: *; . = not tested or not shown; & = joins results of further samples.

SMILES	procasp7 counter	CIT2-GFP yeast	RPL19A-GFP yeast	AHR activator	AGP1-GFP MLPCN	LAP4-GFP MLPCN	MEP2-GFP yeast	procasp3 activ
COc1ccc(NS(=O)(=O)c2ccc(C)c(C(=O)N(C)Cc3ccc(C)cc3)c2)cc1	-8	84	91	2	86	92	95	17
COCCCn1[nH]c2c3c(ccc2c1=O)C(=O)c1ccccc1C3=O	3	93	105	52*	.	115	106	5
Cc1cc2nc(-c3ccc(SCC(=O)NC(C)C)nc3)[nH]c2cc1C	6	108	98	78*	103	106	99	5
COc1ccc(S(=O)(=O)NC(C)C(=O)NCc2cccnc2)cc1OC (stereo unspecified)	-15	105	102	-1	101	97	99	-4
COc1cc(S(=O)(=O)N(C)Cc2ccc3c(c2)OCCO3)ccc1NC(C)=O	10	99	95	2	95	90	91	4
COc1ccc(C(=O)N/N=C/c2ccc(OC)c(CN3CCCc4ccccc43)c2)cc1	2	107	105	44	106	105	100	-5
O=C1COc2ccc(S(=O)(=O)N3CCN(c4cccc(C(F)(F)F)c4)CC3)cc2N1	0	112	106	0	111	101	104	0
COc1ccccc1OCCNC(=O)c1ccc(C)c(S(=O)(=O)N2CCOCC2)c1	14	110	95	3	111	112	101	-3
O=C(COC(=O)c1cccc(Cl)c1)NC(=O)NCc1ccccc1	-2	96	97	2	96	96	97	7
CCOCCCN(CCC#N)C(=O)C1CCN(S(=O)(=O)c2ccc(-n3cnnn3)cc2)CC1	5	98	96	1	95	95	102	2
Clc1cccc(-c2nc(-c3ccccn3)no2)c1	7	106	107	104*	112	110	117	5
O=S(=O)(c1ccccc1)N1CCN(C(=S)Nc2ccc(F)cc2)CC1	2	85	94	-1	107	103	98	-3
COc1cccc(C2/C(=C(/O)c3ccc4c(c3)CC(C)O4)C(=O)C(=O)N2CCCn2ccnc2)c1 (stereo unspecified)	-28	100	102	6	103	95	93	8
COc1ccccc1Nc1nc(C)cs1	-15&-13	114&101	96&97	14&4	97&96	108&99	102&100	-18&-15
CCN(CC)CCN(C(=O)c1ccc2ccccc2c1)c1nc2ccc(OC)cc2s1	9	99	100	1	109	105	96	-2
CC1(C)CC2(CC(c3ccccc3F)c3cc(Cl)c(O)cc3O2)NC(=S)N1 (stereo unspecified)	-10	101	102	-1	105	107	107	-4
O=C(c1cc(-c2ccncc2)nc2ccc(Br)cc12)N1CCN(Cc2ccc3c(c2)OCO3)CC1	5	101	100	6	103	99	103	-1
COc1ccc(CNCC(O)(c2ccccc2)c2ccc(F)cc2)cc1 (stereo unspecified)	3	103	101	2	102	96	105	3
COc1ccc(C(C)=O)cc1COC(=O)CNC(=O)c1cc(C)cc(C)c1	-1	95	101	3	104	106	103	-6
COc1ccccc1C(=O)Nc1cccc(SC)c1	-1	81	99	83*	87	106	104	1
CCN(CC)C(=O)Cn1cc(C(=O)C(=O)N2CCN(c3ccc([N+](=O)[O-])cc3)CC2)c2ccccc21	0	104	101	2	98	102	114	-2
CCOCCCNC(=S)N1CCN(C(=O)C(=O)Nc2ccc(C(=O)OC)cc2)CC1	0	93	98	-1	93	84	96	4
CCCCNC(=S)Nc1ccc(Oc2ccccc2)cc1	8	80	90	6	87	101	92	1
NS(=O)(=O)c1ccc(CCNC(=O)CSc2ccsc2[N+](=O)[O-])cc1	-5	105	103	8	101	94	105	-2
Cc1ccc2c(c1)N(C(=O)CCC(=O)NCCCN1CCOCC1)CCO2	4	88	99	-1	90	109	103	8
C/C(=N\NC(=S)NCc1ccccc1)c1ccc(C#N)cc1	7	98	97	8	98	90	100	2
Clc1ccc(CNC23CN4CN(CN(C4)C2)C3)c(Cl)c1	3	102	102	0	93	88	106	4
Cc1ccnc2nc(C(=O)NCCc3ccc(F)cc3)nn12	-6	95	100	10	99	95	96	-5
COc1ccc(NC2CCCN(C(=O)CCc3ccncc3)C2)cc1OC (stereo unspecified)	-22	99	90	4	90	93	92	-13
CN1CCN(C(=O)CN(c2ccccc2)S(=O)(=O)N(C)C)CC1	2	.	88	-1	83	79	93	-2
Cc1cc(F)ccc1S(=O)(=O)N(CC(=O)N1CCOCC1)CC(=O)N1CCOCC1	-8	104	101	0	101	101	105	-4
CC(OC(=O)C1CCN(S(=O)(=O)c2ccc(Cl)cc2)CC1)C(=O)NC1CCCCC1C (stereo unspecified)	-7	108	106	-1	96	85	107	0
COc1ccc(-c2n[nH]c(C)c2-c2ccccc2OC)c(O)c1	12	101	107	2	100	100	108	2
CCOC(=O)/C(=C\c1cccnc1)C(=O)c1cc(C(C)=O)c(Nc2ccccc2)s1	-10	83	96	1	80	124	97	0
O=C(O)C=C(Br)Br	-1	101	100	-1	95	102	102	-2
COCc1nnc(NC(=O)c2ccc(S(=O)(=O)N(CC(C)C)CC(C)C)cc2)o1	2	97	101	-2	97	97	103	1
Cc1nn(CC#N)c(=O)n1-c1ccc(F)cc1	-2	99	100	0	98	101	98	-3
CC1CCN(Cc2cc(=O)oc3ccc4ccccc4c23)CC1	5	95	95	-1	92	104	90	0
CCN(CC(=O)Nc1c(F)cccc1F)C(=O)C1Cc2ccccc2CN1S(=O)(=O)CC (stereo unspecified)	-1	98	97	-2	110	104	96	-11
C/C(=N\NC(=O)c1cccc(O)c1)c1ccc(NC(=O)Cc2ccccc2)cc1	13	97	103	-3	100	95	101	0
CCN1CCCC1CNC(=O)Cn1cc2c(n1)CCC(C)C2 (stereo unspecified)	-4	97	97	0	99	99	107	6
Cc1ccc(N(C(C)C(=O)Nc2ccc(S(=O)(=O)N3CCOCC3)cc2)S(C)(=O)=O)cc1 (stereo unspecified)	6	94	101	2	101	101	95	-9
CCCC1=C/C(=C/c2ccc(-c3ccccc3OC)o2)C(=O)O1	-16	93	100	4	94	94	97	-13
O=C(CN1CCOCC1)Nc1ccccc1Cl	-2	97	96	0	97	102	105	4
COc1ccc(C(=O)COC(=O)c2ccc(Cl)nc2)c(OC)c1	10	104	100	1	99	112	97	2
Cc1cccc(-c2nc3ccccc3c(=O)[nH]2)c1	7	102	104	68*	102	107	111	1
COc1ccc(C(=O)Nc2cccc(C)c2)cc1S(=O)(=O)N1CCOCC1	-6	102	102	-1	110	105	109	5
COc1cc(Cl)c(C)cc1NC(=O)c1ccc(NS(=O)(=O)c2ccc(F)c(F)c2)cc1	7	103	104	3	101	93	101	4
CC(=O)NCC(=O)NC1CC(C)(C)Cc2c1cnn2-c1ccccc1 (stereo unspecified)	2	101	103	1	98	85	98	-3
COc1ccc(NC2CCCN(C(=O)CSc3ccccc3)C2)cc1OC (stereo unspecified)	-22	96	100	2	98	101	97	-28

Structures above that have an NH in an aromatic ring (4):
SMILES	procasp7 counter	CIT2-GFP yeast	RPL19A-GFP yeast	AHR activator	AGP1-GFP MLPCN	LAP4-GFP MLPCN	MEP2-GFP yeast	procasp3 activ
COCCCn1[nH]c2c3c(ccc2c1=O)C(=O)c1ccccc1C3=O	3	93	105	52*	.	115	106	5
Cc1cc2nc(-c3ccc(SCC(=O)NC(C)C)nc3)[nH]c2cc1C	6	108	98	78*	103	106	99	5
COc1ccc(-c2n[nH]c(C)c2-c2ccccc2OC)c(O)c1	12	101	107	2	100	100	108	2
Cc1cccc(-c2nc3ccccc3c(=O)[nH]2)c1	7	102	104	68*	102	107	111	1

Going on with the list.
SMILES	procasp7 counter	CIT2-GFP yeast	RPL19A-GFP yeast	AHR activator	AGP1-GFP MLPCN	LAP4-GFP MLPCN	MEP2-GFP yeast	procasp3 activ
O=C(COc1ccc2ccc(=O)oc2c1)NC1CCCCC1	4	93	94	-2	94	93	93	9
CCC(C)(CC(=O)O)CC(=O)Nc1cc(C(F)(F)F)cc(C(F)(F)F)c1 (stereo unspecified)	8	106	99	0	107	114	109	5
CN(Cc1ccccc1)C(=O)c1nc2ccccn2c1CNCCn1cccn1	-3	99	101	1	101	96	99	3
O=C(O)/C(=C\c1c(C(=O)O)[nH]c2cc(Cl)cc(Cl)c12)c1ccccc1	1	68	91	8	72	102	90	-1
COc1ccc(CNC(=O)[C@H](Cc2c[nH]c3ccccc23)NC(C)=O)cc1OC	0	102	104	4	99	86	105	-6
CCCCOC(=O)C1=C(C)Nc2ncnn2C1c1ccc(OC)c(OC)c1OC (stereo unspecified)	3	100	98	-2	93	94	100	-2
CC(=O)c1c(Nc2ccc3c(c2)OCCO3)oc(C)cc1=O	-3	104	104	9	105	98	116	-10
CC(C)CNC(=O)/C=C/C(=O)O	9	104	103	3	102	92	104	0
CCC(C)c1ccc(NC(=O)c2cnn3c(C(F)F)cc(C)nc23)cc1 (stereo unspecified)	-9	100	92	30	94	93	98	0
COc1ccc2[nH]c(=O)c(CN(Cc3cccs3)C(=S)Nc3ccccc3)cc2c1	17	88	93	10	104	115	93	9
Cc1ccc(/C=N/Nc2cccc3cccnc23)c(O)c1	-5	93	92	60*	94	102	104	7
CNC(=O)CSc1nc(-c2ccccc2)c(-c2ccccc2)o1	1	79	106	13	86	101	100	2
Cc1coc2c(C)c3oc(=O)c(CCC(=O)N4C[C@H]5C[C@@H](C4)c4cccc(=O)n4C5)c(C)c3cc12	-6	101	103	1	108	112	111	1
COc1ccc(C(C[N+](=O)[O-])c2c(-c3ccccc3)cc3ccccn23)c(OC)c1 (stereo unspecified)	-7	101	98	-1	97	117	98	-8
O=C(Cn1ncc2c([nH]c3ccccc32)c1=O)N1CCOCC1	10	105	105	2	106	102	98	9
COc1ccc(OC)c(NC(=O)c2cc(-c3cc(C)cc(C)c3O)n[nH]2)c1	-2	114	98	25	118	113	102	2
COc1ccccc1OCCn1c(C)c(C=O)c2ccccc21	3	104	102	8	105	99	107	-6
CCOC(=O)C1CCN(C(=O)c2cc(S(=O)(=O)N3CCOCC3)ccc2C)CC1	-7	104	99	15	103	100	109	2
CCCNC(=O)COCc1cc(-c2ccc3c(c2)OCO3)on1	-5	101	103	7	94	87	102	-11
O=C(Nc1ccc(NC(=O)c2cccs2)cc1)c1ccc2c(c1)OCO2	12	79	95	-11	104	95	98	-2
Cc1oc(-c2ccccc2)nc1CS(=O)CC(=O)NC1CCCCCC1 (stereo unspecified)	-9	101	103	8	101	92	99	-13
CCC(=O)c1cn(CC(=O)NCc2cccnc2)c2ccccc12	6	96	98	3	104	96	99	8
CC(=O)c1cccc(OCC(=O)OCC(=O)Nc2cc(S(=O)(=O)N3CCCCC3)ccc2C)c1	5	111	100	0	105	97	109	2
O=S(=O)(c1ccc(Cl)cc1)c1nc(-c2ccccc2F)oc1NCCCN1CCOCC1	10	99	104	-3	102	87	109	5
CCOC(=O)/C=C1\CN(Cc2cc(OC)c(OC)c(OC)c2)S(=O)(=O)c2ccccc21	-10	64	87	3	68	105	86	6
CCOc1ccc(/C(O)=C2/C(=O)C(=O)N(CCOCCO)C2c2cccnc2)cc1 (stereo unspecified)	-1	91	90	2	93	88	96	0
CC(C)(C)n1nnnc1C(c1ccc2ncccc2c1)N1CCSCC1 (stereo unspecified)	8	107	99	0	102	101	100	5
COc1cc(C(=O)Nc2cccc(-c3nc4cc(C)ccc4o3)c2C)cc(OC)c1OC	1	105	98	4	102	102	99	14
